Screening results (PubChem BioAssay)
NR2E3 ag-1: activates human NR2E3 receptor; Q9Y5X4; CHO-S Gal4-NCOR/VP16-NR2E3 two-hybrid, luciferase; inhibition of corepressor binding, % at 3.98 µM; actives 0.35% (n = 360,000); AID 602229;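 active means inhibition above the mean of all tested compounds plus 3 SD, cut at about 70% in these data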;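 further: 0% = DMSO with NR2E3 transfected cells and 100% = cells lacking NR2E3 construct; higher means lower luciferase signal from less NR2E3 corepressor binding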
Target sequence (Q9Y5X4 whole entry, looked up, the tested form may be a part): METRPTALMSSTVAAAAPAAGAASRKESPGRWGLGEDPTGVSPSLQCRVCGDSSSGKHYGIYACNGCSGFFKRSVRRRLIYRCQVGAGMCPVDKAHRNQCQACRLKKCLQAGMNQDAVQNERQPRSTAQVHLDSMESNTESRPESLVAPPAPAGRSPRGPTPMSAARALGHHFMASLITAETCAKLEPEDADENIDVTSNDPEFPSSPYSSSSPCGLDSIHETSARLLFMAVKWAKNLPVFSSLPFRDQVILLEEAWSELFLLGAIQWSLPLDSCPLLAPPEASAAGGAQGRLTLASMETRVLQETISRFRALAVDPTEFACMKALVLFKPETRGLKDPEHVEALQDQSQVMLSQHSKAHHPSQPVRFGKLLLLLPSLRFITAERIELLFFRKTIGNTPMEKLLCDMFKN
TWEAK Fn14 block: inhibitors of TWEAK-Fn14 interaction signaling | TWEAK-stimulated Fn14 reporter cells, luciferase luminescence, 8 h | inhibition, % at 10 µM | actives 2% (n = 360,000) | AID 1159606; in the data active means inhibition above about 50%
TRPM1 prom inh: MITF TRPM1 promoter inhibition in SK-MEL-5 cells. SK-MEL-5 TRPM1 promoter luciferase, 24 h. inhibition, % at 12.5 µM. actives 0.83% (n = 330,000);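 active means mean inhibition across replicates of 60% or more, whatever share of single replicates reaches that level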; further: values of inactives mirror those of a sister screen read the other way
Shn3 3UTR inh: Schnurri-3 reporter inhibition in Clone20 osteoblasts | Clone20 osteoblast Shn3 3'UTR firefly luciferase, 24 h | inhibition, % at 12.5 µM | actives 0.52% (n = 360,000);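 active means mean inhibition of at least 75% with every replicate also reaching 75%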;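 further: 0% = median of neutral control wells and 100% = pilot-screen positive control compound; some compounds past the cut are filed as inactive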
CF NFkB inh: blocks PAF-induced NF-kB reporter in cystic fibrosis cells; KKLEB NF-kB-GFP reporter, GFP fluorescence overnight; inhibition, % at 5 µM; actives 0.86% (n = 360,000); AID 588850;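 active means at least 50% inhibition at 5 µM, scaled per plate between neutral and stimulator controls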;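 further: PAF is a Pseudomonas aeruginosa culture filtrate used as stimulus; plate controls were PAF-stimulated DMSO wells for no effect and unstimulated DMSO wells for full effect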
aDG glyco act: increases alpha dystroglycan glycosylation. Pro5-aDG cells, alpha-DG glycosylation AlphaScreen (IIH6); 0% Pro5, 100% B10-LARGE cell signal. activation, % at 10 µM. actives 0.22% (n = 360,000). AID 624168;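 active means activation of at least 8% versus controls, or a plate z-score of at least 8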;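 further: Pro5 are CHO cells carrying HIG-tagged alpha-DG that lacks glycosylation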
iPSC survival up: hiPSC single-cell survival enhancement. actives 0.044% (n = 360,000). survival enhancement, % at 20 µM. AID 602274. ATPlite luminescence; 100% = ROCK inhibitor wells, 0% = DMSO; in the data active means survival enhancement above about 18%;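 further: cells exposed to compounds for 16 hours before the ATP read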
HIF-2a block: HIF-2a inhibition | 786-0 RCC cells HIF-2a reporter, luciferase luminescence, overnight | inhibition, % at 18.8 µM | actives 0.72% (n = 360,000) | AID 624352;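 active means inhibition of the luminescence signal of 40% or more relative to plate controls, in a single-dose primary screen at 18.75 µM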
NR2E3 ag-2: NR2E3 (human) agonism | AID 2300 | actives 0.12% (n = 320,000) | inhibition of corepressor binding, % at 4.78 µM | Q9Y5X4 | GST-NR2E3/biotin-RetCOR TR-FRET, 1536-well;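 active means percent inhibition above the cutoff of mean plus 3 SD of all tested compounds, set per screening campaign, cut at about 20% in these data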;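 further: 0% = DMSO wells and 100% = biotin wells as full block of FRET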
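System: GST-tagged NR2E3 plus biotinylated RetCOR corepressor; Amount: 1.35 nM GST-tagged NR2E3 final; Dosing: single nominal compound dose of 4.8 µM; Schedule: 5 h incubation at 4 °C; Technique: TR-FRET with europium anti-GST and streptavidin-D2, 340 nm excitation; Controls: biotin wells as high control, 0.6% DMSO wells as low control.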
KKLEB cytotox: reduces viability of KKLEB cystic fibrosis airway cells; activity change (cytotoxicity), % at 5 µM; actives 0.36% (n = 360,000); KKLEB CF airway cells viability, ATPlite luminescence, overnight; active compounds read low; cells stimulated with P. aeruginosa culture filtrate;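 active means corrected activity change at or below -50% at 5 µM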
Peg3 prom inh: Peg3 promoter activity inhibition. HeLa PEG-Prom luciferase reporter, luminescence, overnight. inhibition, % at 20 µM. actives 1.7% (n = 360,000). AID 588405;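 active means inhibition of at least 50% at 20 µM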
Active calls of the source: *; . = not tested or not shown.

Every second line gives: NR2E3 ag-1, TWEAK Fn14 block, TRPM1 prom inh, Shn3 3UTR inh, CF NFkB inh, aDG glyco act, iPSC survival up, HIF-2a block, NR2E3 ag-2, KKLEB cytotox, Peg3 prom inh
(1) COC(=O)c1ccc(C2C(C#N)=C(N)Oc3cc(N)ccc32)cc1 (stereo not drawn)
  -8, 3, -4, 7, 12, -0.1, -0.2, 7, 2, -10, 33
(2) CCc1c(O)nc2sc3ccccc3n2c1=O
  -5, 0, -3, 17, 16, -0.2, 0.3, 5, -3, -22, 11
(3) CN(C)CCn1ccc(O)c(Cc2ccc(Cl)cc2)c1=O
  -5, 21, -1, 4, -12, -0.1, -0.4, 8, -6, 13, -8
(4) CCn1c(=O)[nH]c2cc(C(=O)Nc3cc(C)cc(C)c3)ccc2c1=O
  4, 26, -7, 2, 12, 0.0, -2.3, 7, -5, 5, 9
(5) O=C1c2ccccc2C(=O)N1CC(O)Cn1nnc2ccccc21 (stereo not drawn)
  0, -18, -1, -4, -6, 0.0, 1.8, 17, -4, 11, 2
(6) O=S(=O)(Nc1ccccc1)N1CCCCC1
  -15, -10, -9, -3, -7, 0.2, 9.7, 16, ., -9, -5
(7) CC(=O)N(c1ccc(Br)cc1)C1C=CS(=O)(=O)C1 (stereo not drawn)
  -11, -19, 10, -14, 4, 0.3, 0.6, 0, 1, -12, 9
(8) CCOC(=O)C1CCN(C(=O)Nc2c(-c3ccccc3)noc2C)CC1
  -17, -8, -3, -6, -12, 0.2, -0.3, 10, 3, -2, 2
(9) O=C1c2ccccc2C(Nc2ccc(S(=O)(=O)N3CCCCC3)cc2)N1Cc1ccco1 (stereo not drawn)
  -44, 4, ., 27, 4, 0.0, 0.3, 9, 4, -5, -2
(10) COc1ccc(C(=O)O/N=C(/C)c2cccs2)cc1
  -8, 11, -20, -23, -5, -0.3, 1.0, -102, 0, 3, -81
(11) O=c1cc(O)n(-c2ccccc2F)c(=S)[nH]1
  -14, 4, -18, 1, 1, -0.1, 0.5, 10, -1, 9, 3
(12) CCOC(=O)C1CCCN(C(=O)c2cc(C(C)(C)C)nn2C)CC1 (stereo not drawn)
  -16, 3, ., -2, 6, 0.1, 2.3, 7, ., -2, 9
(13) O=C(NCc1ccc(N2CCCC2=O)cc1)c1cn(Cc2ccccc2)nn1
  3, -24, 5, 8, -7, 0.3, -1.9, -12, 3, 5, 0
(14) Cc1cc(C(=O)OCC(=O)N(CC(C)C)c2c(N)n(Cc3ccccc3)c(=O)[nH]c2=O)c2ccccc2n1
  -22, 10, 5, -9, 26, -0.2, -0.5, 25, 1, -9, 5
(15) COc1c(-c2ccccc2)oc2c(ccc3occc32)c1=O
  -25, 15, -10, 61, -18, 0.1, -0.5, 2, 3, 7, 11
(16) O=C(c1cc(N2C(=O)C3C4CCC(C4)C3C2=O)ccc1Cl)N1CCCCCC1 (stereo not drawn)
  -19, 0, 2, -8, 2, 0.0, -0.2, 10, 2, -1, 15
(17) CCOc1ccccc1NC(=S)Nn1cnnc1
  21, 15, 5, -8, -5, 0.2, -0.2, 5, 2, 13, 12
(18) Cc1ccnc(NS(=O)(=O)c2ccc(NC(=O)c3cc(-c4ccccc4)nc4ccccc34)cc2)n1
  10, 5, 1, 6, -22, 0.0, 1.1, -7, -1, 6, 22
(19) C=CCN1C(=O)c2ccc(C(=O)N3CCN(S(=O)(=O)c4cc(C)ccc4C)CC3)cc2C1=O
  21, -2, 3, -10, 6, -0.3, -0.5, 3, 6, -2, 3
(20) NS(=O)(=O)c1cccc(NC(=O)CN2CCC(Cc3ccccc3)CC2)c1
  -18, 3, -4, 1, 1, 0.8, -0.4, 11, 3, -8, 22
(21) Cc1cc(C)c2nc(SCC(=O)NCC3CCCO3)c(C#N)cc2c1 (stereo not drawn)
  -6, -16, -1, -12, -17, 0.7, 2.3, -4, -2, 11, 9
(22) CCOc1ccc(NS(=O)(=O)c2ccc(C(=O)N(C)CC(=O)Nc3ccc(OC)cc3)cc2)cc1
  -4, -13, -6, 16, 3, -0.1, -0.4, 16, 1, 1, -3
(23) Cc1cc(C=O)c(C)n1-c1ccc(NC2CCCCC2)c([N+](=O)[O-])c1
  -28, 21, 0, 11, 24, -0.1, 0.8, 0, -1, -4, 7
(24) COc1ccc2c(=O)c(C(=O)NCCc3ccccc3)c[nH]c2c1
  -61, -19, -62, -62, -11, 0.0, -0.6, -223, 2, 8, -158
(25) O=[N+]([O-])c1cc(C(F)(F)F)ccc1N1CCN(CCO)CC1
  8, -11, -13, 12, 11, -0.2, -0.6, 10, 2, 5, 15
(26) COc1ccc2cc(/C=N/NC(=O)CSCc3ccc([N+](=O)[O-])cc3)c(Cl)nc2c1
  -48, -1, 7, 25, -5, 0.6, -1.1, -5, 3, -13, -9
(27) O=C(CNC(=O)c1n[nH]c2ccccc12)Nc1cc(Cl)ccc1Cl
  -7, -14, ., -10, 19, -0.3, 0.6, 5, ., -22, 35
(28) CCN(CC)C(=O)[C@H]1CC(CC(=O)NCCCN(C)C)C(=O)N2CCc3c([nH]c4ccccc34)[C@]12C (stereo partly drawn)
  -10, -2, -7, 3, 4, -0.3, -1.2, -1, ., 12, -5
(29) CCCCC(C(=O)O)C(C)CC(=O)Nc1cccc(C(=O)O)c1 (stereo not drawn)
  11, 11, -2, -22, 10, 0.2, 5.7, -4, -1, 4, 4
(30) C#CCN(C[C@H]1[C@H](OC(=O)NCc2ccco2)[C@H](OC(=O)NCc2ccco2)C[C@@H](C(=O)OC)[C@H]1C(=O)OC)S(=O)(=O)c1ccc(C)cc1
  -24, 4, ., 14, 2, 0.1, 3.2, -1, ., 2, -13

Every second line gives: NR2E3 ag-1, TWEAK Fn14 block, TRPM1 prom inh, Shn3 3UTR inh, CF NFkB inh, aDG glyco act, iPSC survival up, HIF-2a block, NR2E3 ag-2, KKLEB cytotox, Peg3 prom inh
(31) O=C(NNS(=O)(=O)c1ccccc1[N+](=O)[O-])c1cccc(Br)c1
  -12, -16, 0, -11, 16, 0.0, -0.7, 6, -2, -13, 18
(32) COc1cc(NC(=O)COC(=O)C=C(C)C)c(C)cc1[N+](=O)[O-]
  0, 32, -2, -17, -1, 0.6, 0.1, -30, 1, -6, -11
(33) COc1ccc(C(=O)Nc2nnc(CCS(=O)(=O)c3ccc(C)cc3)s2)cc1
  -7, -22, 0, 3, 6, -0.4, 0.9, -10, -2, -3, -12
(34) Cc1cccn2c(=O)c3cc(C#N)c(=O)n(Cc4cccnc4)c3nc12
  13, 3, 1, -11, -10, 0.1, 0.3, 21, ., 6, 20
(35) NS(=O)(=O)c1ccc2c(c1)oc(=O)c1cc(S(N)(=O)=O)ccc12
  8, 1, 6, -17, -18, -0.3, -0.3, 15, 0, 15, 4
(36) CCCn1c(N)c(C(=O)CN(C)CC(=O)Nc2cc(C)ccc2C)c(=O)[nH]c1=O
  -22, 4, 10, 10, 21, 0.1, 0.0, 15, ., -3, 35
(37) Cc1cc(C(=O)NC(C)C2CCCO2)c(C)o1 (stereo not drawn)
  28, -8, -1, -5, 17, 0.0, -0.1, 9, 4, -7, 7
(38) OCCN(CCO)CC(O)COc1ccc(C23CC4CC(CC(C4)C2)C3)cc1 (stereo not drawn)
  21, 77*, 51, 31, 20, 2.3, -2.0, 89*, 3, -10, 24
(39) COc1cccc(-c2cnc3c(NC=O)cc(-c4ccncc4)cn23)c1
  -16, -5, ., 16, 28, 0.3, 0.8, -4, ., -12, -5
(40) COc1ccccc1CN(C(=O)CCl)C(C(=O)NC1CCCCC1)c1ccncc1 (stereo not drawn)
  -35, -19, 6, -4, 0, 0.0, 4.0, 17, 2, 20, 4
(41) COc1ccc(CCNC(=O)C2CCN(S(=O)(=O)N3CCOCC3)CC2)cc1OC
  -7, -17, 4, -14, -6, -0.1, 0.6, 11, -1, 9, 13
(42) CC(=O)N1CCOCCOCCN(C(C)=O)CCOCC1
  2, -4, 12, 10, 6, 0.1, 1.4, 8, 2, 16, 7
(43) CCOC(=O)C1CCN(C(=O)CCc2c(C)nc3cc(-c4ccc(OC)cc4OC)nn3c2C)CC1
  3, 24, 6, -62, -13, 0.2, -1.3, 13, 1, -11, -3
(44) Cc1[nH]c2ccccc2c1C(=O)CSc1nncn1C
  3, 2, 2, 11, 8, 0.1, 3.4, 11, -1, 2, 13
(45) Cc1cccc(CN2C(=O)N/C(=C/c3cc(C)n(-c4cc(C)ccn4)c3C)C2=O)c1
  -9, 2, -3, -1, 3, -0.2, 4.5, -24, 2, 9, -15
(46) COc1ccc(C(=O)CSc2nnc(CNC(=O)c3ccccc3F)n2C)cc1OC
  -4, 15, 3, 6, 9, 0.0, 1.6, 5, 3, 1, 0
(47) CCCOc1ccc(C2C(C(=O)c3cc4ccccc4o3)=C(O)C(=O)N2c2cc(C)on2)cc1 (stereo not drawn)
  -20, -13, -3, -21, 2, -0.2, 0.0, -85, 15, -17, -63
(48) CCCC(=O)Nc1ccc2oc(=O)ccc2c1
  -31, -1, 4, 2, 5, -0.1, 0.3, -116, -2, 10, -162
(49) Cc1nnc(NC(=O)CCn2c(=O)oc3ccccc32)s1
  -17, 35, -2, -13, -6, 0.1, -0.6, 19, 3, 10, 6
(50) O=C(O)c1ccc(NS(=O)(=O)c2cc(Cl)sc2Cl)cc1
  -25, 3, -10, -19, -8, 0.0, 0.1, 10, 6, 2, 12

Part of the list above in order of SMILES length, smallest number first:
Every second line gives: NR2E3 ag-1, TWEAK Fn14 block, TRPM1 prom inh, Shn3 3UTR inh, CF NFkB inh, aDG glyco act, iPSC survival up, HIF-2a block, NR2E3 ag-2, KKLEB cytotox, Peg3 prom inh
(46) COc1ccc(C(=O)CSc2nnc(CNC(=O)c3ccccc3F)n2C)cc1OC
  -4, 15, 3, 6, 9, 0.0, 1.6, 5, 3, 1, 0
(33) COc1ccc(C(=O)Nc2nnc(CCS(=O)(=O)c3ccc(C)cc3)s2)cc1
  -7, -22, 0, 3, 6, -0.4, 0.9, -10, -2, -3, -12
(47) CCCOc1ccc(C2C(C(=O)c3cc4ccccc4o3)=C(O)C(=O)N2c2cc(C)on2)cc1 (stereo not drawn)
  -20, -13, -3, -21, 2, -0.2, 0.0, -85, 15, -17, -63
